Bioassay records: PubChem BioAssay, The Scripps Research Institute Molecular Screening Center
PAFAH1B2 FP inh – PAFAH1B2 enzyme inhibitors, primary screen, biochemical, fluorescence polarization, human; Platelet-activating factor acetylhydrolase IB subunit alpha2 (Homo sapiens), P68402; recombinant PAFAH1B2, FP-rhodamine activity probe; inhibition, % at 3.39 µM; 340,000 tested, 1.2% active; AID 492953, 2010;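 active means inhibition above the mean of all tested compounds plus 3 SD, cut at about 24% in these data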;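 further: 0% = enzyme with DMSO and 100% = wells lacking PAFAH1B2; many of its hits are not listed in these tables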
PREPL inh – PREPL enzyme inhibitors, primary screen, biochemical, fluorescence polarization; recombinant PREPL, fluorescence polarization activity-based probe; inhibition, % at 5.96 µM; 320,000 tested, 0.68% active; AID 2751, 2010; in the data active means inhibition above about 43%;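 further: 0% = enzyme with DMSO and 100% = wells lacking enzyme; many of its hits are not listed in these tables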
GSTO1 inh – inhibitors of recombinant GSTO1, primary screen, counter-screen for RBBP9 inhibitor project, biochemical, fluorescence polarization. Glutathione S-transferase omega-1 (Homo sapiens), P78417. activity-based probe fluorescence polarization. inhibition, % at 5.96 µM. 300,000 tested, 1.1% active. AID 1974, 2009;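 active means inhibition above the campaign mean inhibition plus 3 SD, cut at about 35% in these data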;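 further: 0% = GSTO1-1 with DMSO and 100% = wells lacking GSTO1-1 enzyme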
PAD4 inh – human PAD4 inhibitors, primary screen, biochemical, fluorescence polarization, 1536-well format. Protein-arginine deiminase type-4 (Homo sapiens), Q9UM07. recombinant PAD4, RCA probe fluorescence polarization. inhibition, % at 6.36 µM. 330,000 tested, 0.41% active. AID 485272, 2010;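 active means percent inhibition above a cutoff equal to the mean of all tested compounds plus 3 SD, cut at about 15% in these data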;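 further: 0% = PAD4 with RCA probe and DMSO and 100% = probe without PAD4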
Target sequence (Q9UM07 whole entry, looked up): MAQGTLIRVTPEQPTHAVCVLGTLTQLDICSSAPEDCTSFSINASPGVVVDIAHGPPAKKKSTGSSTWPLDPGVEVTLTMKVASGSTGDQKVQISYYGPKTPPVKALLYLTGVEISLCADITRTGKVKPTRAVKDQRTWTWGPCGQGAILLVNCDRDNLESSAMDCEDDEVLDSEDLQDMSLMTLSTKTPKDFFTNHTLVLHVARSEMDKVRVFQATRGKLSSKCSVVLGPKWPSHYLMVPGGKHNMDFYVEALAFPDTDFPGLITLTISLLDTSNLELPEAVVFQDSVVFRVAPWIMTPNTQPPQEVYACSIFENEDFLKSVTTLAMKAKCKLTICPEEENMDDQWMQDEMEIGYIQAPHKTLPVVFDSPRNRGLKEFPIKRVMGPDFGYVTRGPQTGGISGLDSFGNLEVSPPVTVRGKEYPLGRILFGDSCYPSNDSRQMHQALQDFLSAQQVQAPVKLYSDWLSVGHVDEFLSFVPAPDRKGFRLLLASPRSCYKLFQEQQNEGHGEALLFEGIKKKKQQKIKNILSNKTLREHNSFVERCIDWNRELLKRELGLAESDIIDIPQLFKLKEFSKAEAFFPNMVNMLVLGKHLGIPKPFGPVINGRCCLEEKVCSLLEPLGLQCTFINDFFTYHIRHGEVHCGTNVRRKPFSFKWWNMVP
PME-1 primary – PME-1 inhibitors via competitive probe labeling, primary screen, biochemical, fluorescence polarization, FP-Rh probe, HTS; AID 2130, 2009; recombinant PME-1; Protein phosphatase methylesterase 1 (Homo sapiens), Q9Y570; inhibition, % at 5.9 µM; 320,000 tested, 0.53% active;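 active means inhibition above the campaign mean of all compounds plus 3 SD, cut at about 26% in these data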;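 further: competitive labeling of PME-1 active site by serine hydrolase directed probe; 0% = PME-1 with DMSO and 100% = wells lacking PME-1 enzyme; inhibitors block probe labeling so polarization falls and inhibition rises; many of its hits are not listed in these tables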
LYPLA2 counter – LYPLA2 inhibitors, primary screen, counter-screen for PME1 inhibitor project, biochemical, fluorescence polarization, FP-Rh probe ABPP; Acyl-protein thioesterase 2 (Homo sapiens), O95372; recombinant LYPLA2; inhibition, % at 5.9 µM; 320,000 tested, 0.38% active; AID 2177, 2009;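 active means inhibition above the screen-wide mean plus 3 SD, limit set per campaign, cut at about 26% in these data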;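 further: 0% = LYPLA2 with DMSO and 100% = wells lacking LYPLA2 enzyme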
PAFAH1B3 inh – PAFAH1B3 enzyme inhibitors, primary screen, biochemical, fluorescence polarization, human; Platelet-activating factor acetylhydrolase IB subunit alpha1 (Homo sapiens), Q15102; recombinant PAFAH1B3, FP-rhodamine probe; inhibition, % at 3.39 µM; 340,000 tested, 0.28% active; AID 492972, 2010;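 active means inhibition above the screen-wide average of all tested compounds plus 3 SD, cut at about 25% in these data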;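 further: 0% = enzyme with DMSO only and 100% = wells lacking PAFAH1B3 protein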
Target sequence (Q15102 whole entry, looked up): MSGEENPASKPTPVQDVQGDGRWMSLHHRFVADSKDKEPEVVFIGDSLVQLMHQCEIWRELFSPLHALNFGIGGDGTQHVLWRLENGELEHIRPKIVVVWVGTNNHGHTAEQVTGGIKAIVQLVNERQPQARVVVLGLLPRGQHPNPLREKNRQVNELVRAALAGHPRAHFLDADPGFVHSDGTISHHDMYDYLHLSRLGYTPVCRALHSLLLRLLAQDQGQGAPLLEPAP
pPAFAH FP inh – pPAFAH enzyme inhibitors, primary screen, biochemical, fluorescence polarization, human | 330,000 tested, 1.5% active | recombinant pPAFAH, FP-rhodamine probe fluorescence polarization | inhibition, % at 3.39 µM | Platelet-activating factor acetylhydrolase (Homo sapiens), Q13093 | AID 463082, 2010;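 active means inhibition above the mean inhibition across the screen plus 3 SD, cut at about 25% in these data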;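 further: inhibitors block binding of the rhodamine activity-based probe so polarization drops; 0% = enzyme with DMSO and 100% = wells lacking pPAFAH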
LYPLA1 counter – LYPLA1 inhibitors, primary screen, counter-screen for PME1 inhibitor project, biochemical, fluorescence polarization, FP-Rh probe ABPP; Acyl-protein thioesterase 1 (Homo sapiens), O75608; 320,000 tested, 0.16% active; inhibition, % at 5.9 µM; recombinant LYPLA1;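 active means inhibition above the mean of all tested compounds plus 3 SD, set per campaign, cut at about 14% in these data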;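 further: inhibitors block serine hydrolase probe labeling of LYPLA1 so polarization falls; 0% = enzyme with DMSO and 100% = wells lacking LYPLA1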
The depositor's hits bear a star; nt = not tested or not shown.

SMILES	PAFAH1B2 FP inh	PREPL inh	GSTO1 inh	PAD4 inh	PME-1 primary	LYPLA2 counter	PAFAH1B3 inh	pPAFAH FP inh	LYPLA1 counter
O=C(CN(C(=O)CNC(=O)c1ccco1)c1ccc(Cl)c(Cl)c1)NC1CCCCC1	1	-3	7	1	6	-10	4	-6	-3
CN(C)CCSc1nnc2sc3ccccc3n12	3	3	-2	-1	7	7	7	4	0
COc1ccc(N2CCN(CCNC(=O)Nc3ccc(Cl)cc3)CC2)cc1	0	-2	2	-1	-4	5	0	1	1
Cc1ccc(CN(C(=O)Cc2cccs2)C(C(=O)NC2CCCC2)c2ccncc2)cc1 (stereo unspecified)	4	9	4	-1	2	3	-1	1	-3
O=C(NC1(C(F)(F)F)OCCO1)c1ccc(F)cc1	5	-1	10	1	-2	5	3	0	2
O=C(O)c1cc([N+](=O)[O-])ccc1NCCc1ccccc1	19	-4	10	-1	1	23	5	5	0
COc1ccc(-c2cc(C(=O)NCCCn3ccnc3)c3ccccc3n2)c(OC)c1	10	2	-11	6	-4	1	5	3	0
CN1C(=O)S/C(=C\c2ccc(-n3cncn3)cc2)C1=O	-3	1	-3	-8	7	0	5	7	-3
COc1ccc(N(C)S(=O)(=O)c2cccc(C(=O)Nc3ccc(N4CCOCC4)cc3)c2)cc1	-2	6	nt	2	5	3	-3	7	0
N#Cc1c(SCC(=O)OCc2ccccc2)nsc1SCC(=O)OCc1ccccc1	4	-4	11	5	-1	1	1	-4	-1
Cc1nn(CCC#N)c(C)c1Oc1ccccc1O	2	5	4	-5	-1	-2	0	-3	5
COc1cccc(-c2nc(-c3ccccn3)no2)c1	nt	-2	-3	2	1	2	nt	1	1
CC(C)CN1C(=O)c2ccc(C(=O)NCc3ccccn3)cc2C1=O	-3	17	2	2	-7	5	-5	0	-2
CC(C)C(=O)NC(CC(=O)O)c1ccccc1 (stereo unspecified)	8	-10	-1	-2	4	1	1	2	2
Cc1ccc(S(=O)(=O)N2CCOCC2)cc1C(=O)Nc1cccc(S(=O)(=O)N2CCCC2)c1	2	-5	3	-2	3	0	6	4	-2
Cc1ccc2nc(C(C)O)[nH]c2c1 (stereo unspecified)	-2	-5	3	-1	-4	1	-8	3	2
CCC1NC(C(=O)O)Cc2c1[nH]c1ccccc21 (stereo unspecified)	-1	-1	-2	3	-4	1	7	6	2
COc1ccc(CNC(=O)C(c2ccc(O)cc2)N(Cc2ccco2)C(=O)c2snc(C(N)=O)c2N)cc1 (stereo unspecified)	0	17	-2	9	2	2	2	2	0
Cc1occc1-c1nnc(SCC(=O)c2ccccc2)n1CC1CCCO1 (stereo unspecified)	5	6	0	1	-7	4	8	0	3
O=C1CCCc2ccccc2N1Cc1ccc(Cl)cc1Cl	2	1	0	-2	-2	1	2	-5	-2
Cn1nc(NC(=O)CC23CC4CC(CC(C4)C2)C3)c2c(F)cccc21	5	-9	4	0	-2	4	9	2	-2
COc1ccc(-c2c(C)nc3c(-c4ccsc4)cnn3c2N)cc1	6	12	-6	0	-1	-3	-7	3	-4
CCOC(=O)C1=C(c2ccccc2)NC(=S)NC1c1cccc([N+](=O)[O-])c1 (stereo unspecified)	5	-1	0	-3	13	3	8	5	0
CC(=O)Nc1sc(C)c(C)c1C(=O)OCC(=O)NCc1ccc(F)cc1	-1	3	nt	4	2	5	0	3	2
CCN(C(=O)CSc1nnc(-c2ccncc2)n1C)C1CCS(=O)(=O)C1 (stereo unspecified)	6	7	3	-4	-3	-3	6	4	0

Next part
SMILES	PAFAH1B2 FP inh	PREPL inh	GSTO1 inh	PAD4 inh	PME-1 primary	LYPLA2 counter	PAFAH1B3 inh	pPAFAH FP inh	LYPLA1 counter
O=c1cc(-c2ccc([N+](=O)[O-])cc2)nc2cc(-c3ccc(Cl)cc3)[nH]n12	nt	3	7	-5	-1	2	nt	9	-1
COc1cccc(NC(=O)Cn2nc(Cc3cccnc3)c3ccccc3c2=O)c1	1	-6	-9	-4	-5	13	-5	-5	2
C=CCNC(=O)C1CC=CCC1C(=O)O (stereo unspecified)	-2	-3	1	-8	7	-2	-3	3	-5
CCCCCN(C(=O)CCC(=O)OC(C)C(=O)c1ccccc1)c1c(N)n(CCCC)c(=O)[nH]c1=O (stereo unspecified)	3	15	-2	-3	3	5	7	1	0
O=C(c1cnn2c(C(F)F)cc(-c3ccccc3)nc12)N1CCN2CCCC2C1 (stereo unspecified)	4	10	7	-2	-4	0	6	2	2
Cc1cccc(-c2nc(CSCC(=O)N3CCN(Cc4ccc5c(c4)OCO5)CC3)c(C)o2)c1	3	16	5	-2	1	2	3	5	1
CCC(C)NC(=O)CS(=O)Cc1nc(-c2cccc(OC)c2)oc1C (stereo unspecified)	-2	8	0	-1	0	3	0	4	2
CCN(CC(=O)Nc1cc(Cl)ccc1C)C(=O)c1ccc2c(=O)n3c(nc2c1)CCC3	-4	-5	4	0	-5	-5	-1	-1	-3
CN(C)CCCNC(=S)Nc1ccc(Oc2ccccc2)cc1	5	-4	9	2	7	15	3	4	11
CC(NC(=O)CCNC(=O)c1ccccc1Cl)c1ccc(-n2ccnc2)cc1 (stereo unspecified)	0	7	1	3	-2	5	4	1	0
CC(C)c1ccc(N)c(S(=O)(=O)O)c1	6	-7	-2	-3	-7	0	6	0	1
COc1ccc(Sc2ccc(-c3nc4cnccn4c3NC3CCCCC3)cc2OC)cc1	0	32	nt	-9	nt	nt	8	9	nt
COc1ccc(N(C(=O)CNC(=O)c2ccco2)C(C(=O)NC2CCCCC2)c2ccncc2)cc1 (stereo unspecified)	8	0	2	0	-1	0	6	-3	-2
COc1ccc(/C=N/n2c(-c3ccccc3)n[nH]c2=S)cc1	-6	-6	5	0	2	0	2	7	-1
CC(C)NC(=O)CCn1ccc2cc(S(=O)(=O)N3CCCC3)ccc21	1	-1	4	-1	2	-4	2	1	-1
O=C1/C(=C/c2ccc(F)c(F)c2)CSc2sccc21	2	2	6	1	0	16	1	3	1
Cc1ccc2cc(CN(Cc3cccs3)C(=O)c3ccco3)c3nnnn3c2c1C	nt	-1	1	-1	4	-3	nt	6	-3
COc1ccc(C2C(C(=O)OCC(=O)NC(C)(C)C)CCC(=O)N2c2ccc(C)cc2)cc1OC (stereo unspecified)	4	5	3	-2	2	-1	8	-5	0
COc1ccccc1NC(=O)C(C)OC(=O)CCC1CCCCC1 (stereo unspecified)	8	9	-1	-1	-4	1	3	9	2
Cc1cc(=O)oc2cc(OCC(=O)NCC3CCCO3)ccc12 (stereo unspecified)	5	14	-1	-5	2	-2	6	-5	4
COC(/C=C/Nc1ccc(C)c(C)c1)=C(C#N)C#N	-3	9	-2	-2	4	2	-2	1	1
CCCn1nc2cc(C(=O)NCCc3cccs3)ccc2c1OCC	2	-2	9	0	0	1	8	5	-2
Clc1ccc(-c2noc(CN3CCN(c4ccccc4)CC3)n2)cc1	1	17	13	0	-4	8	3	6	-1
Cc1nnc(NC(=O)CCn2c(=O)oc3ccccc32)s1	11	-3	-2	-5	-11	-7	-1	-6	-4
CCN(C(=O)CN1C(=O)/C(=C/c2ccccc2F)SC1=S)C1CCS(=O)(=O)C1 (stereo unspecified)	9	11	2	-4	4	-7	10	0	0

More structures follow.
SMILES	PAFAH1B2 FP inh	PREPL inh	GSTO1 inh	PAD4 inh	PME-1 primary	LYPLA2 counter	PAFAH1B3 inh	pPAFAH FP inh	LYPLA1 counter
O=C(NCc1ccco1)/C(=C\c1cccc([N+](=O)[O-])c1)NC(=O)c1ccco1	2	-2	2	-5	0	7	9	2	3
CCC(=NCc1ccc(Cl)c(Cl)c1)c1nc(-c2ccco2)oc1O	8	74*	-1	2	17	-1	6	3	12
NC(=S)Nn1c(CCC(=O)O)ccc1-c1ccccc1	-2	-2	2	3	-12	-1	-3	-8	-4
CCOc1nc(N=C(N)N)nc2c(C)cccc12	-3	15	3	-2	-1	2	0	-3	-2
Cc1cc(C)cc(NC(=O)CCCSc2nc3ccccc3[nH]2)c1	1	-10	-10	1	5	-1	3	5	-3
COc1ccc(CNC(=O)CSc2nnc(C3CC3)n2C2CC2)cc1	-2	-1	nt	-5	-5	-4	2	4	-1
Cn1cccc1/C=N/NC(=O)c1cccc(OC(F)(F)C(F)F)c1	1	11	-3	-9	6	10	-11	-3	3
CC(C)(C)NC(=O)CSc1nsc(SCC(=O)NC(C)(C)C)c1C#N	-3	6	-11	2	2	3	5	3	-1
COc1ccc(-n2ncc3c(=O)n(CC(=O)N4c5ccccc5CC4C)cnc32)cc1 (stereo unspecified)	0	-10	-4	0	1	-2	4	3	-2
Cc1nc2ccccc2n1C(=O)N1CCOCC1	9	21	-6	0	-5	0	5	2	2
CS(=O)(=O)N(CC(=O)NCCSCc1c(F)cccc1Cl)c1ccc2c(c1)OCO2	-2	-8	5	-6	6	10	0	4	9
COc1ccc(NC2CCCN(C(=O)c3ccc(C)c(N4CCNC4=O)c3)C2)cc1 (stereo unspecified)	1	10	6	1	-4	-4	4	1	2
Cc1cc(N2CCN(S(=O)(=O)c3ccc(Cl)cc3)CC2)c2ccccc2n1	12	-32	3	-5	6	-2	0	4	-3
CCOC(=O)CSc1n[nH]c(=S)s1	4	-7	18	1	-11	7	8	-11	0
O=C(Cn1c(=O)n(-c2cccc(Cl)c2)c(=O)n1CC(=O)N1CCCCC1)N1CCCCC1	7	9	2	-4	-1	-4	12	4	-1
Cc1cccc(-c2c(NC(=O)c3ccco3)oc3ccc(Cl)cc3c2=O)c1	-2	10	-15	-1	3	0	-7	3	3
CCc1ccc(-c2cc(C)no2)cc1S(=O)(=O)Nc1cccc(CN2CCCC2)c1	5	8	-3	-2	0	-4	2	2	2
CN1CCC=C(C(=O)N2c3ccccc3Sc3ccc(Cl)cc32)C1	-4	5	-2	2	5	-3	10	5	-4
O=C(CCNS(=O)(=O)c1ccc(OC(F)(F)F)cc1)NC1CC1	2	11	nt	-2	nt	nt	11	2	nt
COc1cc(OC)cc(C(=O)N2CCN(Cc3cccc(F)c3)CC2)c1	-3	5	9	-7	-3	4	2	-6	-4
CCN(CC)S(=O)(=O)c1ccc2[nH]c(=O)cc(C(=O)NCC(c3ccco3)N3CCCC3)c2c1 (stereo unspecified)	3	-2	-7	-3	-4	1	0	2	0
COc1ccccc1C1C(C(C)=O)=C(O)C(=O)N1c1ccc(O)cc1 (stereo unspecified)	3	1	5	-2	-2	-2	16	3	-6
COc1ccccc1-n1cnnc1SCC(=O)NC1CCCC1	1	2	nt	2	-9	-4	4	-5	3
CCCCn1c(NCc2ccncc2)nc2ccccc21	-1	14	2	-6	5	-1	-4	5	-1
CCN(C(=O)CSc1nnc(-c2ccccc2Br)o1)C1CCS(=O)(=O)C1 (stereo unspecified)	2	16	-2	-3	6	-1	-1	0	-2

Some of the compounds tested. The share of hits here may be higher or lower than overall.
